TRPC6 inhibitor: mouse TRPC6 channel inhibitors, primary screen, cell-based, HEK293, membrane potential dye; ACh-evoked depolarization; active compounds read low; B-score at 10 µM; 310,000 compounds, 1.1% hits; AID 2553, 2010;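 active = B-score under library mean minus 3 SD, initial fluorescence not abnormally high, positive integrated signal ratio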;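 note: B-score derived from integrated fluorescence ratio over the kinetic read; more negative B-score means stronger inhibition of depolarization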
Target sequence (Q61143 whole entry, looked up): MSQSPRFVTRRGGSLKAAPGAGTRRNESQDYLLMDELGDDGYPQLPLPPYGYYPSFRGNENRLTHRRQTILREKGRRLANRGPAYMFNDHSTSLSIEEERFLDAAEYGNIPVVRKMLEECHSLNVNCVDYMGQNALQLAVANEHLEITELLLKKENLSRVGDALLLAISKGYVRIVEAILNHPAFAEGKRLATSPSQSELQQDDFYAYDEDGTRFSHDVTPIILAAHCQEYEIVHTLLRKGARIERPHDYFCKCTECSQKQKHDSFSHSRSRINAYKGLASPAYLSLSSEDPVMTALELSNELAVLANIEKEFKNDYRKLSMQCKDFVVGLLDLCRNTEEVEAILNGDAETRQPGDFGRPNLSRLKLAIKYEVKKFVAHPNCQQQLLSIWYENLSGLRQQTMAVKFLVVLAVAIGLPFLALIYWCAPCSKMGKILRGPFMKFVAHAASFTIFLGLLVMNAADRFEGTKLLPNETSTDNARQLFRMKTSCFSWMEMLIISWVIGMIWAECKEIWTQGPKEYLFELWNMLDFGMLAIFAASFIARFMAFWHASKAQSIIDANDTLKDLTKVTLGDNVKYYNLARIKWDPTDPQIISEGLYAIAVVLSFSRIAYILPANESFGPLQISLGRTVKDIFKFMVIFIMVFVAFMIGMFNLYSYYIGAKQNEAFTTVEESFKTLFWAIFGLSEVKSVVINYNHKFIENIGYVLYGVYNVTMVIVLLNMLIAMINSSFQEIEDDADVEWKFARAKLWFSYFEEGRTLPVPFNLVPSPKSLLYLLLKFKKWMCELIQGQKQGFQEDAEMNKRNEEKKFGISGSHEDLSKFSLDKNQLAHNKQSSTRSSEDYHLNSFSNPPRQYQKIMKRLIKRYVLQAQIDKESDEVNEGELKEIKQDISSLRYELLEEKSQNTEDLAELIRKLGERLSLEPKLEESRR
TRPC6 activator: mouse TRPC6 channel activators, primary screen, cell-based, HEK293, membrane potential dye; B-score at 10 µM; 310,000 compounds, 0.13% hits; HEK293-TRPC6 membrane potential dye fluorescence; active compounds read high;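 active = B-score of the integrated fluorescence ratio above library mean plus 3 SD, and starting fluorescence ratio within library mean plus 5 SD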;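 note: higher score means more depolarization so channel activation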
TMEM16A inh: TMEM16A chloride channel inhibitors, primary screen, cell-based, HTS; Anoctamin-1 (Mus musculus), Q8BHY3; HEK293 TMEM16A/YFP iodide influx fluorescence, ionomycin; normalized B-score (activity score, 25-100; higher = stronger inhibition) at 10 µM; 310,000 compounds, 1.2% hits; AID 588511, 2011;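 active = ratio plate-corrected score three or more library SD toward inhibition, starting fluorescence score within five deviations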;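 note: score derived from kinetic fluorescence span divided by baseline fluorescence per well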
MrgX1 antagonist: antagonists of human MrgX1 receptor, primary screen, HEK293 cells, Fluo-4 calcium flux. Mas-related G-protein coupled receptor member X1 (Homo sapiens), Q96LB2. BAM8-22 antagonism; active compounds read low. B-score at 10 µM. 310,000 compounds, 1.3% hits. AID 588676, 2011;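 active = calcium-response B-score plate-corrected more than 3 library SD below zero, starting fluorescence within 5 deviations, no agonist response on first addition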;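 note: peak minus trough fluorescence over baseline after final BAM8-22 challenge near maximal dose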
SKKanGAS inh: S. pyogenes SKKanGAS growth inhibitors in kanamycin, primary screen, streptokinase expression inhibitor project, SKKanGAS strain, BacTiter-Glo luminescence. 6 h. inhibition, % at 7.5 µM. 300,000 compounds, 1.3% hits. AID 1662, 2009;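 active = mean replicate score, as percent of positive control median, at least 50; inconclusive = mean below 50 but one replicate at or above 50; inactive = mean and every replicate below 50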;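 note: strain carries kanamycin resistance gene driven by streptokinase promoter and grows in 40 µg/ml kanamycin; loss of luminescence reflects streptokinase promoter inhibition or plain growth inhibition; 0% = median of DMSO wells and 100% = positive control at its reference dose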
MrgX1 PAM: positive allosteric modulators of MrgX1, primary screen, HEK293 cells, Fluo-4 calcium flux. B-score at 10 µM. FDSS; active compounds read high. AID 588675, 2011. 310,000 compounds, 0.63% hits;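 active = plate-corrected calcium response at least 3 library SD above typical, normal starting fluorescence, not activating the receptor alone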;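 note: compound read alongside a low EC10 to EC30 dose of BAM8-22 agonist; peak minus trough fluorescence over baseline measured at the second addition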
RGS4 inh: RGS4 inhibitors, primary screen, cell-based, HEK293 M3R inducible RGS4, calcium flux. Regulator of G-protein signaling 4 (Homo sapiens), P49798. Fluo-4 calcium flux; active compounds read high; triggered by carbachol at its EC20. B-score at 10 µM. 310,000 compounds, 0.45% hits. AID 463165, 2010;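 active = B-score, a plate-corrected calcium signal, over three deviations above library mean, with baseline fluorescence within five deviations of library mean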;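 note: RGS4 expression induced by doxycycline in cells with stable M3 receptor; B-score is computed from the integrated fluorescence ratio over baseline after carbachol; higher B-score means a larger calcium signal and so more RGS4 inhibition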
Target sequence (P49798 whole entry, looked up): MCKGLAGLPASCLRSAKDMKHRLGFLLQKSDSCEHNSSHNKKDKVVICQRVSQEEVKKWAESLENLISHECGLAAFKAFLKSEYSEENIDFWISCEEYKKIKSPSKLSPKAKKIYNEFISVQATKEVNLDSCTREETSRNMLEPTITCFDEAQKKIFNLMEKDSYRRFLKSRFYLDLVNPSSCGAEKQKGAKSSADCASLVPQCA
HDAC3 inh: HDAC3 deacetylase inhibitors, primary screen, biochemical, fluorescence, cell-free homogeneous; Histone deacetylase 3 (Homo sapiens), O15379; recombinant HDAC3, fluorogenic peptide/trypsin coupled; inhibition, % at 8.3 µM; 320,000 compounds, 0.15% hits; AID 2718, 2010; in the data active = inhibition above about 26%, passing the limit was not always enough; inconclusive = no clear call, values can overlap the other calls
MrgX1 agonist: agonists of human MrgX1 receptor, primary screen, HEK293 cells, Fluo-4 calcium flux | Fluo-4 calcium fluorescence, agonist mode; active compounds read high | AID 588627, 2011 | B-score at 10 µM | Mas-related G-protein coupled receptor member X1 (Homo sapiens), Q96LB2 | 310,000 compounds, 0.44% hits;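 active = calcium response B-score plate-corrected fluorescence ratio at least 3 library SD, with starting fluorescence B-score inside 5 SD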
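Material: MrgX1-expressing HEK293 cells; input: 15,000 cells per well; doses: test compound given as first of three sequential additions; schedule: overnight plating before 1 h dye loading; technique: Fluo-4 NW calcium-flux fluorescence, kinetic read; evaluation: baseline-normalised fluorescence change ratio, B-scored; control set: plate-wise positive and negative controls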
TMEM16A act: TMEM16A chloride channel activators or potentiators, primary screen, cell-based, HTS; Anoctamin-1 (Mus musculus), Q8BHY3; HEK293 TMEM16A/YFP-H148Q/I152L, iodide quench fluorescence; active compounds read low; B-score at 10 µM; 340,000 compounds, 0.3% hits;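 active = fluorescence-ratio B-score plate-corrected deviation score at least 3 library SD below zero, with starting fluorescence score within 5 deviations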;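 note: channel opened by trigger with iodide after compound preincubation; score built on the fluorescence ratio of max minus min over baseline; more negative score means more quench and so TMEM16A activation or potentiation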
RGS4 pot: RGS4 potentiators or activators, primary screen, cell-based, HEK293 M3R inducible RGS4, calcium flux | B-score at 10 µM | AID 463111, 2010 | 310,000 compounds, 0.92% hits | carbachol calcium flux Fluo4; active compounds read low;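 active = B-score of the integrated calcium signal more than 4 SD below the library mean, with starting fluorescence not abnormally high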;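 note: negative B-score means reduced calcium response which marks RGS4 activation or potentiation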
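Also added: carbachol at ECmax as muscarinic agonist stimulus; Assay system: HEK293 cells with stable M3R and inducible RGS4; Timing: overnight RGS4 induction, 30 min dye load 37 °C, 20 min compound RT; Measured by: Fluo4-AM (2 µM) calcium-flux fluorescence, kinetic read.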
Starred values were filed as active, the others as inactive; i = inactive; ? = inconclusive; / = no result given.

Preview (two entries):
item | canonical_smiles | TRPC6 inhibitor | TRPC6 activator | TMEM16A inh | MrgX1 antagonist | SKKanGAS inh | MrgX1 PAM | RGS4 inh | HDAC3 inh | MrgX1 agonist | TMEM16A act | RGS4 pot
1 | COc1ccc(Sc2cc(C(F)(F)F)nc(-c3ccccn3)n2)cc1 | i | i | i | i | 20.5 | i | i | -3.0 | i | i | i
2 | O=C1CC(c2cccs2)CC2=C1C(c1ccccc1)n1ncnc1N2 (stereo unspecified) | i | i | i | i | 2.3 | i | i | 6.0 | i | i | i

The list itself (from the top)
item | canonical_smiles | TRPC6 inhibitor | TRPC6 activator | TMEM16A inh | MrgX1 antagonist | SKKanGAS inh | MrgX1 PAM | RGS4 inh | HDAC3 inh | MrgX1 agonist | TMEM16A act | RGS4 pot
1 | COc1ccc(Sc2cc(C(F)(F)F)nc(-c3ccccn3)n2)cc1 | i | i | i | i | 20.5 | i | i | -3.0 | i | i | i
2 | O=C1CC(c2cccs2)CC2=C1C(c1ccccc1)n1ncnc1N2 (stereo unspecified) | i | i | i | i | 2.3 | i | i | 6.0 | i | i | i
3 | Cc1ccc(CNc2nc3ccccc3n3cnnc23)cc1 | i | i | i | i | -0.9 | i | i | 2.7 | i | i | i
4 | COCC(=O)NCCc1nc(-c2ccccc2)cs1 | i | i | i | i | -6.7 | i | i | -4.9 | i | i | i
5 | CC1(C)CN(O)CCN1O | i | i | i | i | 5.7 | i | i | -7.8 | i | i | i
6 | CN(C)CC1CCCCC1OC(=O)c1ccc(Cl)cc1Cl (stereo unspecified) | i | i | i | i | 3.0 | i | i | -12.3 | i | i | i
7 | Cc1cccc2sc(NC(=O)CN3C(=O)c4ccccc4C3=O)nc12 | i | i | i | i | -3.6 | i | i | -1.2 | i | i | i
8 | Cc1ccc(C(=O)CC(=O)c2cccc(F)c2)c(O)c1 | i | i | i | i | 35.0 | i | i | -6.7 | i | i | i
9 | CN(C)CCNC(=O)c1cccc(S(=O)(=O)Nc2ccccc2F)c1 | i | i | i | i | 1.7 | i | i | 0.9 | i | i | i
10 | CC(C)[C@H](NC(=O)c1ccco1)C(=O)NCc1ccccc1 | i | i | i | i | 0.4 | i | i | 1.4 | i | i | i
11 | C=CCSc1nnc2c(n1)OC(c1c(C)[nH]n(-c3ccccc3)c1=O)Nc1ccccc1-2 (stereo unspecified) | i | i | i | i | 26.3 | i | i | 8.1 | i | i | i
12 | Cc1ccccc1NC(=O)/C(C#N)=C\c1ccsc1 | i | i | i | i | 31.4 | i | i | ? | i | i | i
13 | O=C1CS/C(=C\[N+](=O)[O-])N1c1ccc(OC(F)(F)F)cc1 | i | i | i | i | 9.6 | i | i | -0.9 | i | i | i
14 | Nc1nc(F)nc2c1ncn2[C@@H]1O[C@H](CO)[C@@H](O)[C@@H]1O | i | i | i | i | 2.4 | i | i | -1.6 | i | i | i
15 | CCC(NC(=O)Nc1nnc(C(F)(F)F)s1)(C(F)(F)F)C(F)(F)F | -6.08* | i | 100* | i | 117.8* | i | i | 9.2 | i | i | i
16 | Cc1ccc(-c2nn(-c3ccccc3)cc2C(=O)NN2CCN(C)CC2)cc1 | i | i | i | i | 2.9 | i | i | -3.5 | i | i | i
17 | CCC(=O)Nc1cccc(C2=NOC3(C2)C[C@@H](C(N)=O)N(C(=O)C2(C)CC2)C3)c1 (stereo partly specified) | i | i | i | i | 1.7 | i | i | -1.1 | i | i | i
18 | O=C(CSc1cn(CCNC(=O)c2cccs2)c2ccccc12)NCc1ccccc1 | i | i | i | i | -5.7 | i | i | -3.7 | i | i | i
19 | CCOC(=O)c1cnc2cc(F)c(F)cc2c1N1CCOCC1 | i | i | i | i | 0.1 | i | i | 6.2 | i | i | i
20 | O=C(c1cccnc1)N1N=C(C2CCCCC2)CC1(O)C(F)(F)F (stereo unspecified) | i | i | i | i | 8.8 | i | i | -5.3 | i | i | i
21 | Cc1ccc(Cl)cc1N1CCN(C(=O)CSc2ccsc2[N+](=O)[O-])CC1 | i | i | i | i | 24.4 | i | i | / | i | i | i
22 | COc1ccc(NC(=O)c2cccc(F)c2)cc1Cl | i | i | i | i | 7.5 | i | i | 2.3 | i | i | i
23 | COc1cc2c3c(c1)C(C)CC(C)(C)N3C(=O)C2=O (stereo unspecified) | i | i | i | i | 0.9 | i | i | 1.7 | i | i | i
24 | O=C1c2ccccc2C(=O)N1Cc1ccco1 | i | i | i | i | -1.0 | i | i | 5.7 | i | i | i
25 | Cc1ccc(-c2cc3nc(C)cc(NCc4ccco4)n3n2)cc1 | i | i | i | i | 14.4 | i | i | 5.1 | i | i | i
26 | O=C(NC(=S)NCCc1ccccn1)c1ccco1 | i | i | i | i | -17.7 | i | i | -3.5 | i | i | i
27 | O=C(CCCc1cccs1)Nc1ccc2c(c1)OCO2 | i | i | i | i | -0.8 | i | i | -0.9 | i | i | i
28 | COc1ccc(CCN2CC3=C(C2=O)C(c2ccccc2)NC(=O)N3C)cc1OC (stereo unspecified) | i | i | i | i | -1.3 | i | i | 2.3 | i | i | i
29 | COc1cccc(CN2CC(C(=O)NCCOc3cccnc3)CCC2=O)c1 (stereo unspecified) | i | i | i | i | -3.0 | i | i | / | i | i | i
30 | Cc1cc(C(N)=O)c2ccccc2n1 | i | i | i | i | 2.0 | i | i | 2.3 | i | i | i
31 | Cc1ccc(N2CC(C(=O)N3CCC(c4nc5ccccc5[nH]4)CC3)CC2=O)cc1C (stereo unspecified) | i | i | i | i | -10.0 | i | i | / | i | i | i
32 | CCOC(=O)C1CCCN(C(=O)CSc2ccc(NC(C)=O)cc2)C1 (stereo unspecified) | i | i | i | i | -6.7 | i | i | -1.9 | i | i | i
33 | COc1ccc(Nc2nc(NCc3ccco3)nc(N/N=C/c3ccccc3Cl)n2)cc1 | i | i | i | i | 31.4 | i | i | 0.2 | i | i | i
34 | O=C1CC(N2CCCCC2)C(=O)N1c1ccccc1 (stereo unspecified) | i | i | i | i | -3.8 | i | i | 4.1 | i | i | i
35 | CCn1c(CCNC(=O)c2cccs2)nnc1SCC(=O)Nc1nc(-c2ccccc2)cs1 | i | i | i | i | -4.8 | i | i | -0.2 | i | i | i
36 | CCN(CC)Cc1c(C(=O)N2CCc3ccccc3C2)nc2ccc(Cl)cn12 | i | i | i | i | 8.4 | i | i | 0.4 | i | i | i
37 | Cc1ccc(CNC(=O)C2CC(c3ccccc3[N+](=O)[O-])=NO2)cc1 (stereo unspecified) | i | i | i | i | 3.3 | i | i | -7.2 | i | i | i
38 | O=C(CSc1nc2c(c(=O)n1-c1ccccc1)SCC2)N1CCOCC1 | i | i | i | i | -4.1 | i | i | 8.4 | i | i | i
39 | Cc1onc(-c2c(F)cccc2Cl)c1C(=O)N=C(N)N1CCCC1 | i | i | i | i | -1.2 | i | i | -4.9 | i | i | i
40 | CCOc1ccc(C(=O)NC2CCN(S(=O)(=O)CC)CC2)cc1 | i | i | i | -5.83* | -6.2 | i | i | -2.8 | i | i | i
41 | Cn1c(SCC(=O)NNC(=O)Nc2ccccc2)nnc1-c1ccccc1 | i | i | i | i | 3.2 | i | i | -1.1 | i | i | i
42 | CC(=O)Nc1ccc(S(=O)(=O)NCCC(=O)Nc2cc(C)ccn2)cc1 | i | i | i | i | -13.5 | i | i | 4.0 | i | i | i
43 | O=C(c1cccc([N+](=O)[O-])c1)N1CCN(c2ccc(N3CCOCC3)nn2)CC1 | i | i | i | i | -9.1 | i | i | -0.4 | i | i | i
44 | CCN(CC)S(=O)(=O)c1cc(OC)c(Cl)cc1OC | i | i | i | i | 2.6 | i | i | -1.9 | i | i | i
45 | CC(=O)c1ccc(OCCCC(=O)NC2CCCc3ccccc32)cc1 (stereo unspecified) | i | i | i | i | 4.6 | i | i | -6.7 | i | i | i
46 | Cc1ccc(S(=O)(=O)Nc2cc3c4c(c2)C(C)C(=O)N4CCC3)cc1 (stereo unspecified) | i | i | i | i | -2.1 | i | i | -2.4 | i | i | i
47 | CCOc1ccc(NC(=O)CSc2ccc(-c3ccco3)nn2)cc1 | i | i | i | i | 9.9 | i | i | -4.1 | i | i | i
48 | CCOc1ccccc1NC(=O)CSc1ccc2nnc(-c3cccnc3)n2n1 | i | i | i | i | 4.9 | i | i | -1.0 | i | i | i
49 | COc1ccc(NC(=O)CSc2nnc(C)c(=O)n2N)cc1 | i | i | i | i | -3.4 | i | i | 3.2 | i | i | i
50 | CC(C)Oc1ccc(C(CC(=O)O)c2ccc(F)cc2)cc1 (stereo unspecified) | i | i | i | i | -0.2 | i | i | -2.2 | i | i | i
51 | C/C(=N\c1nc2ccccc2n1C)c1cc(Cl)ccc1O | i | i | i | i | -0.1 | i | i | 0.9 | i | i | i
52 | CCN(CC)S(=O)(=O)c1ccc(C(=O)NCC(=O)NCCCc2ccccc2)cc1 | i | i | / | / | 0.6 | / | i | / | / | i | i
53 | COc1cc(C(=O)OCC(=O)N2CC(C)OC(C)C2)cc(OC)c1OC (stereo unspecified) | i | i | i | i | 7.4 | i | i | -4.6 | i | i | i
54 | CC1CCN(S(=O)(=O)N2CCCC(C(=O)NCc3ccc(F)cc3)C2)CC1 (stereo unspecified) | i | i | i | i | 3.5 | i | i | -2.8 | i | i | i
55 | CCOC(=O)NCc1ccc(S(=O)(=O)Nc2ccc(C)cc2)cc1 | i | i | i | i | 6.5 | i | i | 11.0 | i | / | i
56 | O=C(COC(=O)CNC(=O)c1ccc(Br)cc1)Nc1nnc(-c2ccccc2)o1 | i | i | i | i | 5.3 | i | i | -1.4 | i | i | i

Assay outcomes: PubChem, several laboratories
